From PubChem BioAssay
KKLEB cytotox: counter-screen for CF NF-kB inhibitors: cytotoxicity | KKLEB CF airway cells viability, ATPlite luminescence, overnight; stronger effect = lower value; cells stimulated with P. aeruginosa culture filtrate | 0.36% of 360,000 active | activity change (cytotoxicity), % at 5 µM | AID 602141;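 active means corrected activity change at or below -50% at 5 µM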
Peg3 prom inh: reduces Peg3 promoter-driven luciferase expression in HeLa; 1.7% of 360,000 active; HeLa PEG-Prom luciferase reporter, luminescence, overnight; inhibition, % at 20 µM; AID 588405;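 active means inhibition of at least 50% at 20 µM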
CaV13 ICDI inh: Primary screen for inhibitors of IQ motif and Ca2+-dependent inactivation inhibitor domain binding in CACNA1D, Förster resonance energy transfer in living cells, …; 0.098% of 340,000 active; inhibition, % at 12.3 µM; HEK cells, CFP/YFP FRET ICDI-IQ, plate reader, 10 min; percent FRET-ratio fall versus neutral wells;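 active means mean replicate inhibition of at least 30% and at least 1% of replicates passing that level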;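 further: 0% = median of the neutral control wells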
TRPM1 prom inh: MITF TRPM1 promoter inhibition in SK-MEL-5 cells | SK-MEL-5 TRPM1 promoter luciferase, 24 h | 0.83% of 330,000 active | inhibition, % at 12.5 µM;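 active means mean inhibition across replicates of 60% or more, whatever share of single replicates reaches that level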; further: values of inactives mirror those of a sister screen read the other way
Vif inh: HIV Vif inhibition; HEK293T cells, Vif self-association by quenched fluorescence, imaging, 24 h; inhibition, % at 7.49 µM; 0.35% of 340,000 active; AID 602346; in the data active means inhibition above about 50%, passing the limit was not always enough; further: some results filed as inactive read as strong as hits
HIF-2a block: HIF-2a inhibition | 786-0 RCC cells HIF-2a reporter, luciferase luminescence, overnight | inhibition, % at 18.8 µM | 0.72% of 360,000 active;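 active means inhibition of the luminescence signal of 40% or more relative to plate controls, in a single-dose primary screen at 18.75 µM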
Shn3 3UTR inh: Schnurri-3 reporter inhibition in Clone20 osteoblasts; Clone20 osteoblast Shn3 3'UTR firefly luciferase, 24 h; 0.52% of 360,000 active; inhibition, % at 12.5 µM; AID 588674;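 active means mean inhibition of at least 75% with every replicate also reaching 75%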;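 further: 0% = median of neutral control wells and 100% = pilot-screen positive control compound; some compounds past the cut are filed as inactive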
NR2E3 ag-1: human photoreceptor-specific nuclear receptor agonism; inhibition of corepressor binding, % at 3.98 µM; CHO-S Gal4-NCOR/VP16-NR2E3 two-hybrid, luciferase; 0.35% of 360,000 active; AID 602229; Q9Y5X4;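 active means inhibition above the mean of all tested compounds plus 3 SD, cut at about 70% in these data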;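 further: 0% = DMSO with NR2E3 transfected cells and 100% = cells lacking NR2E3 construct; higher means lower luciferase signal from less NR2E3 corepressor binding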
Target sequence (Q9Y5X4 whole entry, looked up, the tested form may be a part): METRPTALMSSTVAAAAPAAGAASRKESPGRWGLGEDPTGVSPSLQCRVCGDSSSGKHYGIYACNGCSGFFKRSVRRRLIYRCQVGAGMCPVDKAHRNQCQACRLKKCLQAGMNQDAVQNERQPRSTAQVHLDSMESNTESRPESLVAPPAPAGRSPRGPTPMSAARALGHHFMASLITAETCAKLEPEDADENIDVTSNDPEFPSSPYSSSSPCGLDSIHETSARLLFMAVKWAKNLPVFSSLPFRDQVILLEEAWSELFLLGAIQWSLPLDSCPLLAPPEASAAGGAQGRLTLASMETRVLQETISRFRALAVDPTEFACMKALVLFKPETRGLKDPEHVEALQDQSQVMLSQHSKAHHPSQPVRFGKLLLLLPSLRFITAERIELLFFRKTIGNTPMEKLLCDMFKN
PDI inh: blocks human protein disulfide isomerase activity; PDI insulin aggregation turbidity, A650, 90 min; AID 588391; inhibition, % at 10 µM; P07237; 0.052% of 350,000 active;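 active means mean inhibition across replicates of 30% or more, whatever share of single replicates reach that level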;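 further: absorbance from insulin aggregation driven by PDI reduction with DTT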
Target sequence (P07237 whole entry, looked up): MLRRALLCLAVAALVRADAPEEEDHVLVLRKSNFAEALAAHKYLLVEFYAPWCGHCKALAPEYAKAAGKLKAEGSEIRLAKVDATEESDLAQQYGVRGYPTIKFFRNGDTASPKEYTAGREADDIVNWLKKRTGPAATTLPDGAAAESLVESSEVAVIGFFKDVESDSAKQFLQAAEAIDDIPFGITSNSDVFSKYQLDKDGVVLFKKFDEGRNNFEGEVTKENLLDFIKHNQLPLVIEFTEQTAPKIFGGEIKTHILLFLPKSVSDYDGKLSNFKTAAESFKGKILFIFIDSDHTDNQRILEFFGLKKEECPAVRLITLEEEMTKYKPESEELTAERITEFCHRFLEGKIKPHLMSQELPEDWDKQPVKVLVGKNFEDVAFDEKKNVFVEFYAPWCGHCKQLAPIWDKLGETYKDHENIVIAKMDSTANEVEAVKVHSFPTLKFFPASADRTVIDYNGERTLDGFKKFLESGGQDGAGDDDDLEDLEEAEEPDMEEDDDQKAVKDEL
CF NFkB inh: cystic fibrosis NF-kB activation inhibition; KKLEB NF-kB-GFP reporter, PAF-induced, GFP fluorescence overnight; 0.86% of 360,000 active; AID 588850; inhibition, % at 5 µM;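 active means at least 50% inhibition at 5 µM, scaled per plate between neutral and stimulator controls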;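 further: PAF is a Pseudomonas aeruginosa culture filtrate used as stimulus; plate controls were PAF-stimulated DMSO wells for no effect and unstimulated DMSO wells for full effect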
NR2E3 ag-2: NR2E3 (human) agonism; inhibition of corepressor binding, % at 4.78 µM; 0.12% of 320,000 active; AID 2300; GST-NR2E3/biotin-RetCOR TR-FRET, 1536-well;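 active means percent inhibition above the cutoff of mean plus 3 SD of all tested compounds, set per screening campaign, cut at about 20% in these data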;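 further: 0% = DMSO wells and 100% = biotin wells as full block of FRET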
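Test system – NR2E3–RetCOR corepressor complex · Quantity – NR2E3 fusion 1.35 nM · Buffer or medium – Tris pH 7.5 · Incubation – Compound–protein incubation for 5 h at 4 °C · Technique – TR-FRET, Eu(K)-anti-GST donor, streptavidin-D2 acceptor, ex 340, em 617/671 nm · Evaluation – percent inhibition of 671/617 nm emission ratio versus biotin and DMSO controls · Plate – 1536-well format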
The depositor's hits bear a star; i = inactive; . = not tested or not shown.

no.	smiles	KKLEB cytotox	Peg3 prom inh	CaV13 ICDI inh	TRPM1 prom inh	Vif inh	HIF-2a block	Shn3 3UTR inh	NR2E3 ag-1	PDI inh	CF NFkB inh	NR2E3 ag-2
1	COC(=O)[C@]1(Cc2ccccc2)N[C@H](CN(C)S(=O)(=O)c2ccc(-c3ccccc3)cc2)[C@@H]2C(=O)N(C)C(=O)[C@@H]21	1	-1	-6	2	-7	1	0	-9	12	6	.
2	CCN(CC)c1ccc(Nc2nc(Cl)ncc2Br)cc1	-6	7	-5	5	2	0	5	-10	0	-9	-2
3	COc1ccc(CC(=O)OCC(=O)NC(=O)NC23CC4CC(CC(C4)C2)C3)cc1	6	6	-4	9	-4	13	-9	-8	0	-3	4
4	COc1ccc(Cl)cc1-c1nc(SCC(=O)NCCN2C(=O)CSC2=O)n[nH]1	-2	27	-4	-3	16	9	3	6	10	5	-2
5	COc1ccc(C(=O)Nc2cc(C)c(NC(=O)c3ccccn3)cn2)cc1	-13	-201	-7	-58	-23	-203	-24	-133	-10	2	-2
6	CCc1ccc(NC(=O)CNC(=O)[C@@H]2Cc3ccccc3CN2)cc1	-2	-6	-2	1	1	-13	-2	6	17	6	-1
7	COc1cc(NC(=O)c2cccc(C)c2)c(Cl)cc1[N+](=O)[O-]	12	-9	-5	-1	-15	-28	-24	-11	10	-24	-1
8	COc1ccc(C(=O)N(CC2CCCO2)C(C(=O)NC2CCCC2)c2ccc(C)cc2)cc1OC (configuration not stated)	-2	15	-3	6	0	3	8	-15	9	2	1
9	COc1cc(Cl)c(C)cc1NC(=O)CSC1=NCCS1	-12	-15	-5	-10	-5	4	-8	-31	-1	24	.
10	Cc1cccnc1NC(=O)CCc1nnc2ccc(NCc3ccco3)nn12	10	-20	-4	10	14	6	-3	9	-1	22	2
11	CC(=O)N(c1ccccc1)c1c(F)c(F)c(F)c(F)c1F	4	7	-6	4	5	13	-10	5	-3	8	-1
12	Cc1ccc(-c2csc(N(CCCN(C)C)C(=O)c3ccco3)n2)cc1	-19	-22	-7	-20	3	-37	3	-6	5	10	-4

Some of the entries so far, with each value named:
2) CCN(CC)c1ccc(Nc2nc(Cl)ncc2Br)cc1
  KKLEB cytotox = -6; Peg3 prom inh = 7; CaV13 ICDI inh = -5; TRPM1 prom inh = 5; Vif inh = 2; HIF-2a block = 0; Shn3 3UTR inh = 5; NR2E3 ag-1 = -10; PDI inh = 0; CF NFkB inh = -9; NR2E3 ag-2 = -2

9) COc1cc(Cl)c(C)cc1NC(=O)CSC1=NCCS1
  KKLEB cytotox = -12; Peg3 prom inh = -15; CaV13 ICDI inh = -5; TRPM1 prom inh = -10; Vif inh = -5; HIF-2a block = 4; Shn3 3UTR inh = -8; NR2E3 ag-1 = -31; PDI inh = -1; CF NFkB inh = 24; NR2E3 ag-2 = .

The list continues.
no.	smiles	KKLEB cytotox	Peg3 prom inh	CaV13 ICDI inh	TRPM1 prom inh	Vif inh	HIF-2a block	Shn3 3UTR inh	NR2E3 ag-1	PDI inh	CF NFkB inh	NR2E3 ag-2
13	Cc1ccc(C(=O)CCC(=O)OCC(=O)N(C)c2c(N)n(Cc3ccccc3)c(=O)[nH]c2=O)cc1	5	3	-6	-1	1	11	4	-15	-2	-5	-5
14	O=C(COC(=O)c1ccc(F)cc1)Nc1ccccc1N1CCOCC1	0	7	1	0	6	11	8	-35	5	-12	1
15	COc1ccc2nc(Nc3nc(C)c(C(C)=O)s3)sc2c1	4	-289	-5	-73	-1	-266	-65	-71	-5	-23	4
16	COc1ccc(/C(C)=N/NC(=O)CNC(=O)COc2ccccc2)c(OC)c1	18	18	-5	-6	-7	9	2	-1	-9	3	4
17	CN(CC1CCOCC1)C(=O)CC1C(=O)NCCN1CC(c1ccccc1)c1ccccc1 (configuration not stated)	-2	13	-6	3	6	8	-2	6	7	9	1
18	CCN1C(=NCC(C)C)N[C@@H](c2cccc(C(F)(F)F)c2)C(C(=O)OC)=C1C	2	5	-6	-11	-6	2	-10	-24	-1	7	-3
19	CN(C(=S)Nc1ccc(SC(F)F)cc1)c1ccc(O)cc1	14	4	-15	-13	-4	-26	4	-54	-4	-3	-1
20	O=C(O)CCCN1C(=O)/C(=C/c2ccc(-c3nc4ccccc4s3)o2)SC1=S	6	-80	.	-3	-7	-52	-14	-15	-4	0	-1
21	N#Cc1nc(Cc2ccccc2)oc1N1CCN(c2cccc(Cl)c2)CC1	3	26	-8	12	-4	30	17	-8	-8	2	1
22	c1cncc(-c2nc(NCc3ccco3)c3ccccc3n2)c1	-2	19	-9	12	-2	-2	16	1	-7	-1	2
23	O=C(ONC(=O)C1C2C=CC(C2)C1C(=O)NOC(=O)c1ccccc1)c1ccccc1 (configuration not stated)	-5	39	-5	2	22	5	-2	-4	1	-15	.
24	O=C(Nc1nccs1)c1nc(-c2ccccc2)n(-c2ccccc2)n1	0	-5	.	-8	-1	16	10	-17	3	-2	3
25	CC(CCO)Nc1nc2c([nH]1)c(=O)n(C)c(=O)n2C (configuration not stated)	8	-1	-4	-14	-14	-2	-1	-2	-1	6	-4
26	O=C1CN(C(=O)/C=C/c2ccc(Br)cc2)CCN1	0	-32	-2	-20	-9	-17	-1	-39	14	-18	.
27	CCN(CC(=O)Nc1cc(Cl)ccc1C)C(=O)C1COc2ccccc2O1 (configuration not stated)	-2	11	-6	20	-7	-3	-4	1	-12	14	1
28	NCCCn1cnc2ccccc21	2	4	-18	11	4	47*	-6	-22	3	8	6
29	Cc1ccccc1C(=O)N1CCN(c2nc(N3CCOCC3)nc(N3CCOCC3)n2)CC1	-6	10	-2	-2	9	11	5	0	6	-2	3
30	O=C(Nc1ccc(Oc2ccccc2)cc1)N[C@@H](Cc1ccccc1)C(=O)O	6	7	-2	11	16	12	-25	-11	6	2	3
31	O=C(CCNC(=O)c1ccccc1Cl)Nc1nc2ccccc2[nH]1	7	-55	-7	-1	5	-43	-28	-17	-2	-23	.
32	NC(=O)[C@@H]1CCCN1Cc1nc(Cc2cccc(C(F)(F)F)c2)no1	-6	4	-3	-6	2	12	-2	-39	-5	7	1
33	Cc1ccc2cc(CCNC(=O)c3ccco3)c(=O)[nH]c2c1C	-10	-291	-6	-102	6	-269	-62	-99	5	-15	5
34	O=C(Nc1nnc(-c2ccccc2)o1)Nc1ccc(F)cc1F	-17	-12	-4	6	-3	9	14	8	-12	-3	2
35	COc1cccc(NC(=O)CN(C2=NC3CS(=O)(=O)CC3S2)c2cccc(C)c2)c1 (configuration not stated)	8	-3	-6	.	10	12	-8	-14	.	19	9
36	Cn1nc(-c2ccccc2)c(C(O)c2ccc(Cl)cc2)c1Cl (configuration not stated)	-9	20	.	3	-2	11	-48	-5	3	13	4
37	O=C(Cn1cc([N+](=O)[O-])cn1)Nc1nc2ccccc2s1	-2	-20	-9	1	-4	-30	0	-13	-6	-8	-2
38	O=[N+]([O-])c1ccc(/C=C/C2=NN(c3ccccc3)C(c3ccco3)C2)o1 (configuration not stated)	1	-19	-11	6	i	-74	-23	-25	2	-86	.
39	CCC(=O)N1CCC(C)(C(=O)NCc2ccc(F)cc2)C1 (configuration not stated)	3	-10	-5	.	7	7	-8	-5	-3	11	.
40	CCC(C)(C(=O)NC1CCCCC1)N(Cc1ccco1)C(=O)c1ccccn1 (configuration not stated)	-1	-13	-6	4	18	9	-6	-6	6	-9	2
41	COc1cccc(CNC(=O)C2CCN(S(=O)(=O)c3ccc4c(c3)C(C)(C)C(=O)N4C)CC2)c1	-18	-4	-6	.	-7	7	8	34	-5	3	.
42	N/C(=N\NC(=O)c1ccc(Cl)cc1)c1cnccn1	13	-143	-4	-35	12	-145	-47	-30	-5	-11	0
43	CCn1cc(C(=O)NCc2ccc3c(c2)OCO3)c2cc(OC)c(OC)cc2c1=O	-7	11	-4	11	3	19	0	-8	1	-12	1
44	Cn1cc(S(=O)(=O)N2CCC(Cc3ccccc3)CC2)c(=O)n(C)c1=O	-1	8	-5	.	20	4	-19	1	.	-13	5
45	COC(=O)N/C(C)=C1/NC(=O)c2ccccc2C(c2ccccc2)N1 (configuration not stated)	-4	3	.	4	-1	9	-3	-15	-4	-4	1
46	CCOCCCNC(=O)c1cn(C)c(=O)c2cc(OC)c(OC)cc12	2	13	-4	2	5	18	3	-7	5	6	-1
47	CCNc1cccc2c1C(=O)N(C)C2=O	-8	12	-16	3	-3	0	-5	3	-6	-6	1
48	O=c1oc2cc(O)c(Cl)cc2c2ccccc12	3	-12	-24	20	0	-18	11	-11	1	-28	52*
49	Cc1ccc(S(=O)(=O)N2CCCN(C(=O)CNC(=O)c3ccccc3)CC2)cc1	-12	9	-6	10	15	5	3	2	-11	7	.
50	COc1ccccc1Cc1c(-c2ccc(Cl)cc2)nc2c(C)cc(Br)cn12	-26	48	-3	.	.	-51	1	3	.	48	.
51	Cc1cc(C)cc(NC(=O)COC(=O)c2cc(C)oc2C)c1	1	23	-19	-1	3	4	-16	12	3	0	0
52	CCN(Cc1ccccc1)CC(O)COc1ccccc1 (configuration not stated)	6	-20	-4	2	0	-7	-2	-17	-2	-27	0
53	CC1=CC(=C(C#N)c2nc3ccccc3s2)C=C(C)N1c1ccc(F)cc1	-1	-121	.	-57	-1	-170	-24	-25	6	-10	0
54	Cc1ccc(NC(=O)Cn2nc(C(=O)O)c3ccccc3c2=O)cc1S(=O)(=O)N1CCCCCC1	7	-2	-2	-4	-3	11	41	-13	8	0	.
55	COc1ccc(CC(=O)NC2CCS(=O)(=O)C2)cc1 (configuration not stated)	13	4	-6	-1	.	8	-2	-28	0	-7	0
56	CCCc1[nH]n(-c2ccc([N+](=O)[O-])cc2)c(=O)c1C=NCCCn1ccnc1	-17	-6	-5	-4	5	-25	-14	-16	4	-2	-4
57	CC1CCCC(C)N1C(=O)COC(=O)c1cc(S(=O)(=O)N2CCOCC2)ccc1Cl (configuration not stated)	8	15	-6	9	2	6	-9	1	-3	-7	0
58	COc1ccc2c3c(c(=O)oc2c1OCC(N)=O)CCCC3	-7	0	-4	-4	6	9	-7	-39	2	-15	3
59	COc1ccc(Nc2nc(-c3ccccc3O)nc3ccccc23)cc1	11	-3	-24	-7	0	-51	5	-31	6	-22	1
60	COc1ccc(NC(=O)CNC(=O)c2nn(-c3ccc(OC)c(Cl)c3)c(=O)c3ccccc23)c(OC)c1	-16	43	-8	3	-4	6	3	-23	2	-9	6
61	O=C(Nc1cccnc1)c1ccc(Cl)c(S(=O)(=O)N2CCCCC2)c1	-17	-6	-5	5	-33	-22	8	14	-11	26	0
62	COc1ccc(CCN=C(N)NS(=O)(=O)c2cccs2)cc1OC	6	-4	7	1	-16	7	17	-1	4	-3	4
63	CCc1nc(SCC(=O)N2CCCC2)c2c(=O)n(C)c(=O)n(C)c2n1	-2	4	-7	0	-6	19	-5	4	0	2	5
64	O=C(c1cccs1)N1CCC(c2nc3c(nnn3Cc3cccc(Cl)c3)c(=O)[nH]2)CC1	-17	5	-2	-3	-10	-1	3	-4	3	6	2
65	CCn1cc(C(=O)NCc2ccco2)c(=O)c2cc(S(=O)(=O)N3CCCC3)ccc21	8	14	-7	4	3	37	10	-2	8	-4	2
